# TR-FRET SRC-2 ct: counter-screen for PPARgamma SRC-2 recruitment agonists: TR-FRET artefact; TR-FRET ratio at 8 µM; active compounds read high; AID 1049; hit rate 0.4% among 200,000; in the data active means TR-FRET ratio above about 2000; further: inactives centre near 1500; reference of the scale not given here
# S1P3 antag: S1P3 (human) receptor antagonism. Q99500. CHO S1P3 NFAT-BLA reporter, FRET fluorescence, antagonist mode. inhibition, % at 4.98 µM. hit rate 0.27% among 170,000;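 active means inhibition above the plate cutoff, the mean inhibition of test wells on that plate plus 3 SD, cut at about 28% in these data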;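 further: cells challenged with S1P at its EC80 of 0.8 µM; blue over green emission ratio from cleaved BLA substrate after 4 h stimulation; 0% = S1P-stimulated wells and 100% = unstimulated DMSO-only wells; some compounds past the cut are filed as inactive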
# Redox H2O2 prof: compounds producing H2O2 with reducing agent – biochemical, NIH compound library profiling, artefact control for MLSCN library redox annotation, primary screen; hit rate 0.03% among 200,000; DTT-dependent redox cycling H2O2, phenol red/HRP absorbance; 100% = 100 µM peroxide control, 0% = buffer; activation, % at 10 µM;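 active means activation of at least 50% relative to the plate's high and low controls in the primary single-dose screen; inactive means activation below 50%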;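 further: compound incubated with DTT at 0.8 mM final as the reducing agent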
# ROMK mod: human ROMK K+ channel modulation, primary screen. hit rate 2% among 130,000. Tet-inducible ROMK, thallium flux fluorescence; actives lie on both sides. AID 1918. P48048. B-score at 10 µM;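 active means signal ratio slope over the read window, or its plate-corrected B-score, at least 3 SD from the plate mean, either direction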;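 further: B-score of the F/F0 ratio slope over 7 to 12 s after thallium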
# Target sequence (P48048 whole entry, looked up): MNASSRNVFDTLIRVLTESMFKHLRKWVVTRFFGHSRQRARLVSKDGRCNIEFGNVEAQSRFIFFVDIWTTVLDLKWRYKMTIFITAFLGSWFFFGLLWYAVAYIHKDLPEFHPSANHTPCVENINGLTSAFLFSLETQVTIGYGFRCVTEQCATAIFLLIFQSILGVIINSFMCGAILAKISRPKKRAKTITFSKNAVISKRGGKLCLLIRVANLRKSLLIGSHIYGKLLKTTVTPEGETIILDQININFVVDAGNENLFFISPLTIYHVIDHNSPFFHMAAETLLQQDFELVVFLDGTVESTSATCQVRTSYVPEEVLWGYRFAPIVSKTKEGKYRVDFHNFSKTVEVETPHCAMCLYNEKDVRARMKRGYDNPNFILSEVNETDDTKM
# PPARg SRC3 recr: promotes SRC-3 coactivator recruitment by human PPARgamma | biochemical PPARgamma/SRC-3 coactivator recruitment assay | activation, % at 8 µM | hit rate 0.26% among 200,000 | AID 731; in the data active means activation above about 23%;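 further: 0% = DMSO and 100% = reference agonist; some compounds past the cut are filed as inactive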
# Target sequence (P37231 whole entry, looked up): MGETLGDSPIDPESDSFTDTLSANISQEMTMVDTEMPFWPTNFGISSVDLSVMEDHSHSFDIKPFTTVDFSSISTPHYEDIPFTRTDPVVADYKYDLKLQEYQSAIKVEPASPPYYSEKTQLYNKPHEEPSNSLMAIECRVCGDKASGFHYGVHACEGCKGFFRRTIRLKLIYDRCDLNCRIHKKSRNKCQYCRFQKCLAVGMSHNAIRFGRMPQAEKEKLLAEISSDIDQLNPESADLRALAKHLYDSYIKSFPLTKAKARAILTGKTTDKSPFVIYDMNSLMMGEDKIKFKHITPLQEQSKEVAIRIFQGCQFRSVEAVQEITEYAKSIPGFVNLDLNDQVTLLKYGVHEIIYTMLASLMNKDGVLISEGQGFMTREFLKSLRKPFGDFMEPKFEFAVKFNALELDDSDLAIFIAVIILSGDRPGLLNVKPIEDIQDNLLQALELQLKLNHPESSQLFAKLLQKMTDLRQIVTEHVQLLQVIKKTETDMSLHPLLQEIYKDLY
# RAM inhibit: blocks the yeast RAM network. S. cerevisiae dse1pr::URA3 reporter, 5-FOA growth OD615, 2 d; analog-sensitive cbk1-as2 kinase mutant strain. inhibition, % at 50 µM. hit rate 1.8% among 190,000. AID 868;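 active means inhibition above a set limit, 3 SD over mean compound inhibition, cut at about 8.4% in these data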;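 further: 0% = DMSO-only wells with no growth and 100% = 10 µM 1-NA-PP1 full growth; inhibition rescues growth on 5-FOA so higher OD means more RAM inhibition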
# PPARg SRC2 recr: promotes SRC-2 coactivator recruitment by human PPARgamma. AID 1032. hit rate 0.34% among 200,000. P37231. PPARgamma LBD-SRC-2 recruitment, biochemical. activation, % at 8 µM; in the data active means activation above about 22%;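 further: 0% = vehicle and 100% = reference agonist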
# Lmaj promast: reduces viability of Leishmania major promastigotes; resazurin fluorescence viability; inhibition, % at 10 µM; hit rate 9% among 200,000; in the data active means inhibition above about 50%;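 further: promastigotes grown with compound for 44 hours at 28 °C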
# bIAP inhibitor: blocks bovine intestinal alkaline phosphatase activity | 190,000 tested, under 10 active | AID 1019 | purified bovine IAP, CDP-star luminescence, 30 min | inhibition, % at 20 µM;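 active means over 50% inhibition of intestinal alkaline phosphatase at 20 µM in the single-dose screen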
#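 Assay system – bovine IAP enzyme · Quantity – bovine IAP at 1/65,000,000 final dilution · Detection – CDP-star luminescence signal · Times – 30 min reaction at room temperature · Also added – CDP-star substrate at 30 µM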
# PPARg SRC-1 ag: PPARgamma-driven SRC-1 recruitment agonism. P37231. PPARgamma-SRC-1 coactivator recruitment biochemical assay. activation, % at 8 µM. hit rate 0.41% among 200,000; in the data active means activation above about 19%;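 further: 0% = DMSO and 100% = reference agonist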
# HMGR II inh: E. faecalis class II HMG-CoA reductase inhibition. purified E. faecalis HMGR, NADPH absorbance 340 nm kinetic. inhibition, % at 10 µM. hit rate 0.41% among 190,000. AID 1066;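 active means inhibition above a set limit, the median over all tested compounds plus 3 SD, cut at about 9.5% in these data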;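 further: enzyme runs in reverse so mevalonate oxidation gives rising NADPH absorbance; 0% = complete reaction with DMSO and 100% = background rate lacking mevalonate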
# Numbers without * were called inactive; . = no result given.
SMILES,TR-FRET SRC-2 ct,S1P3 antag,Redox H2O2 prof,ROMK mod,PPARg SRC3 recr,RAM inhibit,PPARg SRC2 recr,Lmaj promast,bIAP inhibitor,PPARg SRC-1 ag,HMGR II inh
CSc1cccc(NC(=S)N(CCCN2CCCC2)Cc2cccn2Cc2ccc(Cl)cc2)c1,1676,2,0.0,-1,8,6.0,4,101*,40,12,-2
Oc1ccc(CNc2ccccc2)c2cccnc12,1509,-13,-0.8,0,-6,1.2,-6,66*,3,9,-4
c1ccc2c(c1)N1CCN=C1N2CCN1CCCCC1,1572,-13,-0.2,-0.22,20,0.0,2,20,1,4,-1
CCCCC(=O)Nc1ccc2c(c1)nc(CCN1CCOCC1)n2C,1491,-12,2.2,.,4,1.1,-2,6,5,4,-2
COc1ccc(OC)c(NC(=O)CCCN2C(=S)NC(C)(C)CC2C)c1 (stereo not drawn),1588,-11,0.4,0.42,-4,0.5,-6,70*,9,-4,0
COc1ccc(NC(=O)c2c(NC(=O)CNCc3ccco3)sc3c2CCC3)c(OC)c1,1658,70*,2.1,.,9,2.2,-6,25,-13,9,0
COc1ccc(-c2csc(Nc3cccnc3)n2)cc1,1631,.,-0.4,0.54,7,-1.1,-2,14,7,5,1
CN(c1ccc(C(=O)Nc2ccccc2C(F)(F)F)cc1)S(C)(=O)=O,1433,9,0.1,.,8,0.8,6,1,10,-1,-5
CC1(C)CC(=O)C2=C(C1)c1c(ccc3ccccc13)NC2c1ccco1 (stereo not drawn),1542,.,-3.6,.,10,16*,8,11,18,-1,-3
Cc1ccc(NC(=O)c2ccc(NCCN)c([N+](=O)[O-])c2)cc1,1554,14,-0.3,-0.6,-5,-0.1,-1,89*,-3,3,1
COc1ccc(Cn2cccc(NC(=O)Nc3cccc(C#N)c3)c2=O)cc1,1549,.,4.2,.,0,6.4,6,-2,-1,5,3
OCC1(Cc2ccccc2)CCN(Cc2ccccn2)CC1,1411,0,-0.1,0.055,5,3.1,5,-4,-13,6,-4
Clc1cccc(-c2ccnc3nc(-n4cccc4)nn23)c1,1715,.,2.9,.,3,1.3,3,-8,12,5,-2
CS(=O)(=O)N1CCN(C/C=C/c2ccccc2)CC1,1478,.,0.0,0.3,11,0.8,2,2,-3,6,-1
COc1cccc(-n2c(SCC(=O)Nc3nccs3)nnc2-c2ccoc2C)c1,1652,.,-0.1,1,9,2.1,4,0,14,2,-6
COc1ccc(CNC(=O)C(c2ccncc2)N(C(=O)Cc2cccs2)c2ccccc2C)cc1 (stereo not drawn),1562,.,1.1,.,-10,0.2,1,11,14,-2,2
O=c1c2c(-c3ccccc3)csc2ncn1/N=C/c1ccc(O)c([N+](=O)[O-])c1,1569,8,-0.1,-0.56,7,0.0,8,8,3,11,-4
C=CCc1ccc(OCCOc2ccc(/C=N/n3cnnc3)cc2OCC)c(OC)c1,1579,.,20,-0.38,11,0.3,12,37,1,4,-6
Cn1cc(CCC(=O)NCc2ccc3c(c2)OCO3)c2ccccc21,1211,.,0.2,1.3,-3,3.6,0,2,8,-2,2
CCOC(=O)c1cn(CC)c2cc(N3CCSCC3)c(F)cc2c1=O,1487,-4,-0.2,-0.66,4,2.4,9,3,-5,3,-4
Cc1ccc(-c2csc3ncnc(N4CCN(C(=O)c5ccccc5)CC4)c23)cc1,1466,.,0.0,-1.1,12,0.0,2,45,-7,7,1
OCCN(CCO)c1ncnc2c1sc1nc(N3CCOCC3)c3c(c12)CCCC3,1518,.,3.3,-0.77,-2,1.6,5,34,-4,0,0
O=S(=O)(CCN(CCS(=O)(=O)C(F)(F)F)CC1CCCO1)C(F)(F)F (stereo not drawn),1321,11,1.3,.,-2,3.7,5,100*,-1,4,-1
Fc1cc2ncn(Cc3ccccc3)c2cc1F,1564,-11,-0.1,-1.8,6,0.5,2,3,31,1,-1
CN1CCc2nc3ccccc3c(C(=O)OCC(=O)N(CCC#N)c3ccccc3)c2C1,1667,-1,-0.2,0.063,-1,3.1,-1,0,-11,5,-5

# Looked up by structure from the entries so far, 2 records:
SMILES,TR-FRET SRC-2 ct,S1P3 antag,Redox H2O2 prof,ROMK mod,PPARg SRC3 recr,RAM inhibit,PPARg SRC2 recr,Lmaj promast,bIAP inhibitor,PPARg SRC-1 ag,HMGR II inh
Oc1ccc(CNc2ccccc2)c2cccnc12,1509,-13,-0.8,0,-6,1.2,-6,66*,3,9,-4
COc1ccc(Cn2cccc(NC(=O)Nc3cccc(C#N)c3)c2=O)cc1,1549,.,4.2,.,0,6.4,6,-2,-1,5,3

# Continued.
SMILES,TR-FRET SRC-2 ct,S1P3 antag,Redox H2O2 prof,ROMK mod,PPARg SRC3 recr,RAM inhibit,PPARg SRC2 recr,Lmaj promast,bIAP inhibitor,PPARg SRC-1 ag,HMGR II inh
N#Cc1cnc(SCC(=O)c2ccccc2)nc1N,1641,2,1.2,.,0,2.0,9,1,4,8,-5
N#C/C(=C\c1cc([N+](=O)[O-])ccc1Cl)C(N)=O,1835,-16,-2.2,-0.62,-2,0.8,-4,-9,-3,-6,-6
O=C(NCc1ccccc1)c1cccc(COc2ccc(Cl)cc2)c1,1460,.,-3.5,.,-2,4.5,-4,12,7,1,-4
CN1CCN(NC(=S)NC(C)(C)CC(C)(C)C)CC1,1497,0,0.2,0.77,4,-0.6,-2,-5,-6,-7,-12
Cc1ccccc1CSc1nnc(-c2cccs2)n1Cc1ccco1,1478,.,1.4,.,-10,2.0,-2,20,20,-3,-5
CCC(=O)N1CCN(c2ccccc2NC(=O)c2ccc(-c3cccc([N+](=O)[O-])c3)o2)CC1,1628,-2,-0.2,.,4,2.8,-1,39,-21,-1,-3
COCCN(Cc1cn(C)nc1-c1ccccc1F)C(C)C,1477,-10,5.4,0.45,-5,2.2,-2,-1,-7,2,-5
Cc1ccc2c(Cl)cc(Cl)c(OCC(=O)NC(=O)NCc3ccco3)c2n1,1635,-10,-5.3,.,5,5.0,4,-4,11,6,0
CN(C(=O)Nc1ccccc1)C1CCS(=O)(=O)C1 (stereo not drawn),1199,.,0.4,.,-4,-0.7,-1,-2,6,2,-1
Cc1ccc(NC(=O)c2nnn(-c3cc(C)cc(C)c3)c2N)cc1,1629,-11,-0.7,1.5,11,0.5,1,14,8,9,-4
CN(C)/C=C(/C#N)C(=O)c1cccc(Oc2ccc(C(C)(C)C)cc2)c1,1708,.,0.0,-1,14,5.8,8,-1,11,4,-1
COc1ccc(NC(=O)c2cccc(S(=O)(=O)N3CCc4ccccc43)c2)cn1,1581,-12,-0.7,-1.4,2,7.6,-8,94*,-2,2,0
CCCC(=O)N1CCC(O)(c2cccc(F)c2)CC1,1506,-5,-0.4,-0.48,-4,1.6,-3,-1,0,0,2
O=C(Nc1cccn2ncnc12)c1ccc(Cl)cc1,1313,.,1.6,.,-4,0.5,-7,0,11,-1,-2
O=C(Nc1ccc(F)cc1)C1CC(=O)n2cnnc2N1 (stereo not drawn),1792,-15,-2.2,-0.18,4,2.5,5,-3,1,3,9.7*
CCCC(c1nnnn1C(C)(C)CC)N(Cc1ccco1)Cc1cc2ccc(OC)cc2[nH]c1=O (stereo not drawn),1490,35,2.4,.,11,7.2,4,15,5,3,-2
Cc1cc(C(=O)NCc2cccs2)cs1,1491,16,1.9,.,3,0.0,3,-2,23,-4,-1
COc1ccc(C(=O)Nc2nnc(C(F)(F)F)s2)cc1,1775,-18,1.9,-2.8,21,2.9,17,2,28,16,1
O=C1c2ccccc2C(=O)N1CCCC(=O)N1CCc2ccccc21,1830,.,-0.3,-1,-2,-0.1,3,-1,6,3,-4
CCOC(=O)N1CCN(c2nc3c(c(=O)[nH]c(=O)n3C)n2Cc2ccccc2Cl)CC1,1452,0,1.2,-0.2,12,0.9,-3,-8,3,0,-10
CC(=O)Nc1ccc(S(=O)(=O)NNC(=O)c2cccc(Br)c2)cc1,1358,-11,2.3,1,-3,-0.5,-6,-2,-4,5,-2
Cc1[nH]c2ccccc2c1C(=O)CN1CCC(C)CC1,1525,.,-6.9,.,11,1.0,3,26,14,2,0
O=C(COc1ccc(Cl)cc1Cl)N1CCCN(C(=O)COc2ccc(Cl)cc2Cl)CC1,1640,.,0.1,-1,5,3.3,4,97*,3,-2,-1
COc1ccc(Cn2c(-c3ccccc3)nc3c(c(=O)c4ccccc4n3C)c2=O)cc1,1555,-3,0.8,.,0,2.4,14,3,16,-1,-2
CCN1/C(=C/c2ccc3cc(C)cc(C)c3[n+]2CC)Sc2cc(C)ccc21,1749,20,0.6,-5.2*,4,-0.9,0,100*,44,10,-5
# Further structures follow.
SMILES,TR-FRET SRC-2 ct,S1P3 antag,Redox H2O2 prof,ROMK mod,PPARg SRC3 recr,RAM inhibit,PPARg SRC2 recr,Lmaj promast,bIAP inhibitor,PPARg SRC-1 ag,HMGR II inh
CCCC(=O)N1CCN(c2ccc(NC(=O)c3ccc(Br)o3)cc2)CC1,1733,5,0.3,.,9,3.1,-1,-3,7,3,-9
CCOC(=O)Cc1csc(Nc2c(C)n(C)n(-c3ccccc3)c2=O)n1,1495,-15,1.2,.,11,-1.1,4,-4,3,3,-3
O=C(/C=C/c1cccc([N+](=O)[O-])c1)Nc1ccc(Cl)cn1,1542,-16,-0.8,-0.49,0,0.4,-7,2,-15,-2,5
CCOC(=O)N1CCN(Cc2ccc(F)cc2F)CC1,1636,.,5.8,.,-5,2.3,0,-7,-11,1,4
O=C(C1CCCO1)N1CCN(C(=S)Nc2ccc(F)c(Cl)c2)CC1 (stereo not drawn),1537,5,0.3,.,8,0.3,3,-5,-19,8,-10
CCN1C(=O)C(CC(=O)NC)N(NC(=O)c2ccccc2)C1=S (stereo not drawn),1626,0,-0.6,.,5,0.3,1,21,-6,4,-5
COCc1nnc(NC(=O)c2ccc3c(c2)OCO3)s1,1594,-13,-0.8,0.59,-2,0.7,-10,0,-6,-4,0
COc1ccc(N(CC(=O)NC2CCCCC2)C(=O)CNC(=O)c2ccco2)cc1,1552,-24,-0.3,0.65,4,-0.5,4,-5,2,4,-2
Cc1cc(S(=O)(=O)NCCN2CCOCC2)c(C)s1,1571,12,0.0,0.046,7,2.3,3,-3,-9,5,1
Cc1cc(-c2ccc(N3C(=O)CCC3=O)c(C)c2)ccc1N1C(=O)CCC1=O,1537,-34,-1.3,-0.029,-11,-2.0,2,0,6,4,-1
CCOC(=O)C1CCN(C(=O)Cn2cc3c(n2)CCC(C)C3)CC1 (stereo not drawn),1582,-22,0.0,.,-1,1.3,-5,-8,4,-1,-3
COc1ccc(/C=C/C(=O)NC(=S)Nc2cc3oc4ccccc4c3cc2OC)cc1,1642,6,0.6,.,5,3.4,-5,50*,12,11,-7
O/N=C(/CN(O)/C=C1/C=CC=N1)c1cccs1,1473,-13,2.6,-5*,-2,2.9,2,-10,8,4,-3
COc1ccccc1NC(=O)CN1CCN(CC(=O)Nc2ccc(OCc3ccccc3)cc2)CC1,1460,-1,0.1,-0.24,7,3.1,3,17,-4,5,1
Cn1c(N)c(C(=O)CSc2ccc3c(c2)OCCO3)c(=O)n(C)c1=O,1907,19,8.4,-0.59,9,5.0,6,-4,3,1,-1
CCN(CC)S(=O)(=O)c1ccc(NS(=O)(=O)c2ccc(C)c(C)c2)cc1,1519,.,-0.1,-0.7,-7,6.3,-2,-2,13,2,-1

# Rows were taken by chance; 13% or so of the library scored in one or more.
